Compound activity as filed in PubChem.
GSIS activator – GLuc luminescence reporter in INS-1E cells, primary screen for activators of glucose-dependent secretion of insulin | INS-1E GLuc reporter insulin secretion, 2-3 h | activation, % at 16.6 µM | 370,000 compounds, 0.61% hits;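 active = lowest replicate activation of at least 40%, so every replicate reaches that level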;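 also: 0% = median of neutral control wells and 100% = median of IBMX positive control wells; some compounds called inactive have numbers as strong as hits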
Cneo AK release – Cryptococcus neoformans lysis via adenylate kinase release; C. neoformans lysis, adenylate kinase release luminescence, 4 h; normalised: neutral wells 0, clomiphene wells 100; lysis activity, % at 15 µM; 360,000 compounds, 0.2% hits;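 active = mean lysis activity across replicates of at least 80%, whatever share of replicates individually reach that level; inactive = mean lysis activity below 80%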
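Assay system: C. neoformans cells. Amount: yeast cell density of 5 × 10^6 cells/mL. Technique: AK luminescence. Buffer or medium: YPD. Times: static 4 h at 37 °C with compound, 1 h detection. Dosing: single-point compound dose. Read-out: lysis from increased AK signal.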
ARNT-TACC3 inh – disrupts binding between human ARNT and TACC3. Q9Y6A5. AlphaScreen His-ARNT PAS-B/GST-TACC3 binding, luminescence; TACC3 fragment carries E629A point mutation. inhibition, % at 9.99 µM. 390,000 compounds, 0.66% hits;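 active = mean inhibition of replicates at least 50% and at least half of replicates each reaching 50%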;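 also: 0% = complete ARNT plus TACC3 wells and 100% = ARNT alone without TACC3; many hits fall short of the cut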
C2C12 statin – protects C2C12 myotubes from simvastatin toxicity; 330,000 compounds, 0.78% hits; ATP luminescence, 48 h; scaled: DMSO 0, geranylgeraniol control 100; rescue of ATP level, % at 7.49 µM;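 active = mean ATP rescue above about 67%, or every replicate alone reaching that limit, limit read from the data, passing the limit was not always enough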;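 also: myotubes were challenged with 10 µM simvastatin during compound exposure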
PGC1a acetyl inh – lowers PGC1a acetylation signal in U2OS cells. inhibition, % at 15.6 µM. AlphaScreen anti-acetyl-lysine; with virally co-expressed GCN5 acetyltransferase. 350,000 compounds, 0.17% hits;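 active = every replicate shows inhibition of at least 40%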;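 also: 0% = neutral control wells and 100% = positive control wells; some results beyond the cut were filed as inactive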
PglD inh – inhibitors of Campylobacter jejuni PglD acetyltransferase; purified PglD enzyme, DTNB colorimetric CoA detection; 360,000 compounds, 0.098% hits; inhibition, % at 12.5 µM; AID 602405; in the data active = inhibition above about 16%, passing the limit was not always enough; also: strong numbers were not always called active
PAX8 inh HTS – PAX8 transcriptional activity inhibition; 360,000 compounds, 1.2% hits; RMG-I TPO-luciferase reporter, SteadyGlo, 24 h; inhibition, % at 12.6 µM;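 active = mean replicate inhibition at least 60% with every replicate also reaching 60%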;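 also: luciferase light reporting Pax8 driven TPO promoter activity; plate controls were median of neutral control wells for no effect and mitoxantrone controls for full effect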
LGR2 antag – inhibitors of bursicon-induced Drosophila LGR2 receptor cAMP signaling. inhibition, % at 9.99 µM. HEK293 LGR2, CRE-luciferase, bursicon-stimulated, 4 h. AID 720647. 380,000 compounds, 0.35% hits;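 active = drop in luminescence signal, shown as inhibition above about 50% in the replicate tests, limit read from the data, passing the limit was not always enough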;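 also: agonist challenge used bursicon conditioned medium at about half maximal strength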
* = called active by the depositor; x = not tested or not shown; & = joins results of further samples.

SMILES	GSIS activator	Cneo AK release	ARNT-TACC3 inh	C2C12 statin	PGC1a acetyl inh	PglD inh	PAX8 inh HTS	LGR2 antag
COc1cc(/C=N/NC(=O)NC23CC4CC(CC(C4)C2)C3)ccc1O	-7	0	1	-16	7	3	-4	-24
Cc1c(Cl)cccc1NC(=O)c1cc(-c2ccco2)on1	-35	-2	-8	-1	0	2	-17	-48
O=c1n(Cc2ccccc2Cl)c2sc3c(c2c2ncnn12)CCCC3	x	0	8	-6	7	7	x	x
CC1CCN(C(=O)CSc2nnc3c(n2)[nH]c2ccccc23)CC1	12	4	-4	16	x	4	8	12
CC(=O)Nc1cccc(-c2ccnc3c2CC(C(=O)Nc2cccnc2)O3)c1 (stereo unspecified)	-19	1	x	-2	13	3	-5	33
CC1NC(=S)N(Cc2ccccc2)C1=O (stereo unspecified)	22	0	-29	-22	x	-1	-11	-1
Cc1ccc2nc(C(=O)N3CCc4c([nH]c5ccccc45)C3c3ccccn3)cn2c1 (stereo unspecified)	-29	-2	-1	18	x	-2	27	-8
CCOC(=O)Cc1nnc(NC(=O)CSc2nnc3c4ccccc4n(C(C)C)c3n2)s1	-23	x	-2	x	37	x	x	-18
O=C(NCc1ccccc1Cl)c1cccc2c1C(=O)c1ccc(-c3ccc(OC(F)(F)F)cc3)cc1S2(=O)=O	x	-1	-9	-71	0	1	x	x
COc1ccc(/C=C2\SC(=S)N(CCC(=O)NCCCN3CCOCC3)C2=O)cc1	28	0	5	-6	x	5	-11	-6
Cc1cc(N2CCN(Cc3ccc4c(c3)OCO4)CC2)n2ncnc2n1	-1	-1	-2	9	-16	3	x	-3
O=C(NCc1cccc(F)c1)C1CCC(=O)N(C2CCCC2)C1 (stereo unspecified)	1	-1	13	9	-6	2	2	5
CC(C)C[C@H]1CNC(=S)N1CC1CCN(CCCCc2ccccc2)CC1	-9	-1	15	-1	3	-1	-1	16
CCOC(=O)C1CCN(C(=O)/C=C/c2cc(OC)c(OC)c(OC)c2)CC1	0	1	-6	-1	-6	-5	24	2
CC(C)(C)NC(=O)C(c1ccncc1)N(Cc1cccs1)C(=O)c1csnn1 (stereo unspecified)	-2	1	2	10	10	4	6	-4
COc1cccc(C#Cc2ccc3c(c2)[C@@H]2[C@@H](CCN2S(=O)(=O)c2ccccc2)[C@H](CO)N3)c1	-28	x	x	x	-6	x	10	7
CC(C)c1ccc(C(=O)CSc2n[nH]c(-c3ccncc3)n2)cc1	0	-16	-2	-9	-6	2	x	8
C[C@@H]1CN([C@@H](C)CO)C(=O)c2cc(NC(=O)Nc3ccc4c(c3)OCO4)ccc2O[C@@H](C)CCCCO[C@H]1CN(C)Cc1ccccc1	-31	2	19	-29	-12	0	1	17
CCOc1cc(S(=O)(=O)n2c(C)nc3ccccc32)ccc1F	x	3	1	x	10	-1	x	x
O=C(Cc1ccccn1)NCC[C@H]1CC[C@@H](NC(=O)Nc2ccc(Cl)cc2)[C@@H](CO)O1	-1	-2	-10	4	-10	8	x	12
COCC(=O)N(C)C[C@H]1Oc2cc(C#CC(C)C)ccc2S(=O)(=O)N([C@@H](C)CO)C[C@H]1C	0	1	5	28	0	0	-2	1
Clc1ccc2nc(CSCc3ccccc3)cn2c1	27	x	0	x	-2	x	-199	-90
CCOC(=O)c1cc(-c2ccc(C)o2)nn1CCC#N	x	0	3	11	-3	-4	x	x
O=C(Nc1nc2ccccc2[nH]1)c1cc2ccccc2o1	-3	1	14	-13	2	0	4	12
COc1ccc2c(c1)C(C)=CC(C)(C)N2C(=O)CN1C(=O)CCC1=O	x	1	-5	-1	-2	-1	x	x

The final 3 records of the part before are carried over, then new ones follow:
SMILES	GSIS activator	Cneo AK release	ARNT-TACC3 inh	C2C12 statin	PGC1a acetyl inh	PglD inh	PAX8 inh HTS	LGR2 antag
CCOC(=O)c1cc(-c2ccc(C)o2)nn1CCC#N	x	0	3	11	-3	-4	x	x
O=C(Nc1nc2ccccc2[nH]1)c1cc2ccccc2o1	-3	1	14	-13	2	0	4	12
COc1ccc2c(c1)C(C)=CC(C)(C)N2C(=O)CN1C(=O)CCC1=O	x	1	-5	-1	-2	-1	x	x
CCCNC(=O)N1[C@H](CO)[C@H](c2ccccc2-c2cccc(C)c2)[C@@H]1C#N	-21	x	x	x	7	x	-1	-5
Cn1c(Cc2ccccc2)nnc1SCCC(=O)Nc1ccccc1	x	2	-9	2	37	0	x	x
O=C(COc1ccc(Cl)cc1)NCc1nnc(SCC(=O)NC2CCCCC2)o1	x	0	-1	9	-26	-1	2	x
Cc1cc(Cl)ccc1OCCCC(=O)N1CCCc2ccccc21	1	4	-9	-2	1	0	x	4
Cc1cn(CC(=O)NCCc2c[nH]c3ccccc23)c(=O)[nH]c1=O	1	-8	1	4	x	4	-13	2
CCc1cc2c(NCCC(=O)O)ncnc2s1	x	0	x	4	-5	-2	5	x
Cc1nc2nc(-c3cccs3)[nH]c2cc1Br	x	-4	3	9	-2	1	-179	x
Cc1ccc(C)c(N2CCN(C(=O)c3csc(C)c3C)CC2)c1	-25	1	-16	12	-5	0	0	7
NC(=O)C1CCN(c2nc(-c3ccccc3F)cs2)CC1	-3	-4	5	-34	13	-2	-76	-37
COc1ccc(S(=O)(=O)N(C)C[C@H]2Oc3ccc(NS(=O)(=O)c4ccc(F)cc4)cc3CC(=O)N([C@H](C)CO)C[C@@H]2C)cc1	-1	x	x	9	0	x	x	-9
NC(=O)C1CCN(C(=O)COc2cccc3cccnc23)CC1	-1	x	-5	-1	8	x	-7	13
C[C@@H]1CN([C@H](C)CO)C(=O)Cc2cc(NC(=O)Nc3ccccc3)ccc2O[C@H]1CN(C)Cc1ccc2c(c1)OCO2	10	42	8	-4	6	1	-21	7
COc1ccc(C(C)=O)cc1CSc1nnc(-c2ccc(Cl)cc2)n1-c1ccccc1	x	1	23	-67	-16	-2	28	x
CCCCn1c(N)c(N(CC(C)C)C(=O)c2ccc(N3C(=O)CCC3=O)cc2)c(=O)[nH]c1=O	-2	x	-4	x	x	x	-11	11
CCCCn1c(N)c(N(CC)C(=O)C2=COCCO2)c(=O)[nH]c1=O	-2	4	0	-3	x	-2	8	-8
Cc1[nH]nc2c1C1(CCN(C(=O)c3ccccc3)CC1)C(C#N)=C(N)O2	x	2	1	13	11	-2	3	x
C[C@H]1CN([C@@H](C)CO)C(=O)c2cc(NC(=O)C3CC3)ccc2O[C@H]1CN(C)S(C)(=O)=O	1	5	-2	6	3	5	-16	27
COc1ccc(C(=O)Nc2cc3c(cc2Cl)OCCCO3)cc1	x	-6	5	-20	7	-1	x	x
CCc1csc(N2[C@H](C#N)[C@@H](c3ccc(-c4ccc(F)cc4)cc3)[C@H]2CO)n1	-6	3	13	12	4	0	6	-19
Cc1ccc(C(=O)c2c3ccc(C(F)(F)F)cc3nn2CCC(N)=O)cc1	x	-4	-6	4	x	-2	-1	-18
Cc1ccc(S(=O)(=O)N[C@H]2CC[C@@H](CCn3cc(-c4ccccc4F)nn3)O[C@H]2CO)cc1	-12	-3	-12	-1	-5	-1	12	7
CCSc1oc(-c2ccccc2)nc1S(=O)(=O)c1ccccc1	-4	-2	-4	-8	-15	5	x	4
O=C(CCCN1C(=O)/C(=C/c2ccccc2)SC1=S)NCCCn1ccnc1	9	2	x	-1	x	-3	5	11
COc1ccc(-c2cc(C(=O)Nc3ccc(C(N)=O)cc3)c3ccccc3n2)cc1	17	-24	-5	21	x	-4	-90	-59
COc1ccc(Oc2ccccc2C#N)cc1	6	x	-6	x	-19	x	-10	-11

(list continues)
SMILES	GSIS activator	Cneo AK release	ARNT-TACC3 inh	C2C12 statin	PGC1a acetyl inh	PglD inh	PAX8 inh HTS	LGR2 antag
O=C(Cc1n[nH]c(=O)c2ccccc12)N1CCN(S(=O)(=O)c2ccc(F)c(Cl)c2)CC1	-7	1	5	-20	23	1	9	11
COc1ccc(COC(=O)NNC(=O)c2ccccc2Cl)cc1	x	2	-1	33	x	-5	x	x
Cc1cccc(C)c1NC(=S)NC(=O)c1ccc(Br)o1	13	23	5	-12	3	3	1	5
CC1CCC/C(=N/Nc2ccc([N+](=O)[O-])cc2[N+](=O)[O-])C1 (stereo unspecified)	x	-1	20	-1	-5	0	x	x
CC(C)NC(=O)N[C@@H]1C=C[C@@H](CC(=O)NCCN2CCCC2)O[C@H]1CO	6	3	-1	-1	1	-1	-14	4
Cc1ccc2nc(CN(C)C(=O)[C@H]3O[C@@H](n4ccc(N)nc4=O)[C@H](O)[C@@H]3O)[nH]c2c1	9	0	x	4	11	-4	-14	-11
Cc1cccc(CN2CCCC(C(=O)N3CCc4ccccc4C3)C2)c1 (stereo unspecified)	x	2	-2	2	7	-5	x	x
O=C(NC(=S)Nc1ccc(S(=O)(=O)N2CCCCC2)cc1)c1cccs1	-1	x	24	x	x	x	23	4
COc1cccc(N2CCN(C(=O)CNC(=O)c3sc4ccccc4c3Cl)CC2)c1	11	-2	-3	-5	-2	2	-4	10
C[C@@H]1CCCCO[C@H](CN(C)S(=O)(=O)c2cccs2)[C@@H](C)CN([C@H](C)CO)C(=O)c2cc(NC(=O)C3CCCCC3)ccc2O1	-4&9	-2&-1	-4	-8	-4	-4&0	11	13
CN(C(=O)COc1ccc(C(C)(C)C)cc1)C1CCS(=O)(=O)C1 (stereo unspecified)	11	0	-5	-8	-11	-1	x	14
COc1ccccc1NC(=O)CSc1nnc(-c2ccoc2C)n1CCc1ccccc1	x	-3	10	-1	-7	0	x	x
C[C@@H]1CN([C@H](C)CO)C(=O)c2cc(-c3ccc(C#N)cc3)cnc2O[C@H]1CN(C)C(=O)Nc1ccc(C(F)(F)F)cc1	-20	x	-3	3	13	1	-33	-10
CCN(CC)CCN1C(=O)c2oc3ccccc3c(=O)c2C1c1ccc(C)cc1 (stereo unspecified)	x	0	0	3	1	3	x	x
C[C@@H]1CCCCO[C@@H](CN(C)Cc2ccc3c(c2)OCO3)[C@@H](C)CN([C@H](C)CO)C(=O)c2cc(NS(=O)(=O)c3cn(C)cn3)ccc2O1	10	-5	-8	28	9	2	1	3
COc1ccc(C/C(N)=N/OC(=O)Cc2ccc(OC)c(OC)c2)cc1	63	1	-8	-4	-7	5	x	-10
CCN1CCN(c2cc(C)c3cc(NC(=O)c4ccc(OC)c(OC)c4)ccc3n2)CC1	x	-1	-1	-6	-13	4	57	1
CN=C(Nc1cc(C)nn1CCC#N)c1ccccc1	6	0	2	-9	12	0	x	8
CSc1nc(N)c(NC(=O)c2ccc(Br)o2)c(=O)[nH]1	38	0	-1	x	-20	2	3	1
O=C(Nc1ncc2c(n1)-c1ccccc1CC2)C1CC1	-4	x	-5	3	12	x	-13	-5
CO[C@H]1CN(C)C(=O)c2cc(NC(=O)CC(F)(F)F)ccc2OC[C@H](C)N(CC2CC2)C[C@H]1C	-7	x	x	x	11	x	-3	6
CCOc1ccccc1C1C(C#N)=C(N)Oc2cc(C)n(Cc3ccccn3)c(=O)c21 (stereo unspecified)	x	0	18	11	x	-2	1	x
COc1ccccc1CNS(=O)(=O)c1ccc(NC(C)=O)cc1	x	1	0	17	x	9	x	x
COc1ccc(-c2nn(C)c3sc(C(=O)N4CCOCC4)cc23)cc1OC	x	0	7	-6	9	2	-15	x
CC(C)C(C)NC(=O)COC(=O)c1cccc(C(=O)OCC(=O)NC(C)C(C)C)n1 (stereo unspecified)	6	x	-1	x	x	x	6	6
COc1ccc(-c2nc(CS(=O)CC(=O)NC3CCCCC3)c(C)o2)cc1OC (stereo unspecified)	-5	2	-5	1	0	2	x	-15
